Tat transport: E. coli Tat export inhibitors, primary screen, MC4100, TorA-mCherry reporter, fluorescence, single point; inhibition, % at 10 µM; hit rate 0.036% among 340,000; AID 488895, 2010;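 active means mean replicate inhibition at least 50% and at least half of replicates individually reaching 50%; inconclusive means only one of the two criteria met; inactive means neither criterion met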;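 further: exported cargo escapes ClpAP degradation while cytoplasmic cargo is degraded and loses fluorescence; 0% = median of neutral control wells and 100% = median of NaSCN control wells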
CAL PDZ inh: CAL PDZ peptide-binding inhibitors, primary screen, biochemical, fluorescence polarization, Cer-tagged CAL PDZ, HTS. Golgi-associated PDZ and coiled-coil motif-containing protein (Homo sapiens), Q9HD26. hit rate 0.02% among 330,000. purified CAL PDZ, TMR-peptide fluorescence polarization, 1 h. inhibition, % at 20 µM;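 active means highest replicate inhibition of at least 40%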;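 further: plate controls were DMSO neutral control wells for no effect and unlabeled competitor peptide control wells for full effect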
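Read-out basis: mP drop reported as inhibition | Assay system: Tagged CAL PDZ protein CerCALP, purified | Benchmarks: Unlabelled peptide for full inhibition, DMSO wells as neutral | Schedule: 1 h incubation at room temperature before polarization reading | Buffer or medium: Sodium phosphate/NaCl buffer pH 7.4 with TCEP, IgG, Thesit | Doses: Single point, 20 µM | Measured by: Fluorescence polarization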
PfHsp90 yeast 2: growth inhibition of PfHsp90-expressing yeast, primary screen, antimalarial PfHsp90 inhibitor project, S. cerevisiae, BacTiter-Glo luminescence, single point, set 2 | hit rate 0.32% among 310,000 | BacTiter-Glo ATP, 48 h; yeast lacking PDR1 and PDR3 efflux regulators | AID 504621, 2011 | inhibition, % at 9.4 µM;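 active means every replicate shows inhibition above about 80%, whatever the replicate mean, limit read from the data; inconclusive means mean inhibition reaches the set limit but some replicate falls short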;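 further: 0% = DMSO neutral controls and 100% = 20 µM radicicol positive controls; yeast relying on Plasmodium falciparum Hsp90 in place of its own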
phage Ecoli inh: growth loss of phage-infected E. coli, primary screen, RecBCD inhibitor project, absorbance, with phage, HTS; inhibition, % at 11.9 µM; hit rate 0.26% among 360,000; AID 651602, 2012; in the data active means inhibition above about 11%
Rtt109 Vps75: inhibitors of C. albicans Rtt109/Vps75 HAT, primary screen, biochemical, ThioGlo CoA-SH fluorescence, plate reader; purified Rtt109/Vps75, 4 h; inhibition, % at 34.9 µM; hit rate 0.16% among 330,000; AID 540336, 2011;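 active means inhibition of at least 50% in every replicate; inconclusive means best replicate reaches 50% inhibition but some replicates fall short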
Target sequence (Q5AAJ8 whole entry, looked up): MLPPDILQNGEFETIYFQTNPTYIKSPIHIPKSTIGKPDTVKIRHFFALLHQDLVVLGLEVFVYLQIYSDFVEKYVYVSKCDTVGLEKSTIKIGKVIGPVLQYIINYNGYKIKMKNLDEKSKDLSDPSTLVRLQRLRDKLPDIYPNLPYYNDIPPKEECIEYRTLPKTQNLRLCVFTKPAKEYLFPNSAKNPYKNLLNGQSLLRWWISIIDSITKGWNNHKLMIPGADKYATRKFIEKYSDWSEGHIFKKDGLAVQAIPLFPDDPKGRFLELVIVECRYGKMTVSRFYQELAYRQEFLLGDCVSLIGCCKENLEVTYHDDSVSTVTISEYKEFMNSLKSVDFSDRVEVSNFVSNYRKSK
Ecoli viability: E. coli V3065 growth inhibition, primary screen, counter-screen for AddAB inhibitor project, absorbance, OD600; 18 h; inhibition, % at 11.9 µM; hit rate 0.27% among 330,000; AID 449728, 2010;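 active means inhibition above the campaign's mean inhibition across all tested compounds plus 3 SD, cut at about 9.9% in these data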;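 further: uninfected addAB+ strain grown without phage in ampicillin broth; 0% = DMSO wells and 100% = ciprofloxacin 0.95 µg/ml wells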
AddAB inh: growth inhibition of E. coli expressing H. pylori AddAB, primary screen, AddAB inhibitor project, absorbance. hit rate 0.29% among 330,000. inhibition, % at 11.9 µM. AID 435030, 2010; in the data active means inhibition above about 12%;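 further: 0% = vehicle wells of infected cells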
Wnt act: Wnt/beta-catenin pathway activators, primary screen, cell-based, plate reader, single point | Wnt/beta-catenin reporter cell assay, activator | hit rate 1.2% among 300,000 | activation, % at 9.35 µM | AID 743398, 2014; in the data active means activation above about 30%, passing the limit was not always enough; inconclusive means no clear call, values can overlap the other calls;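 further: 0% = neutral control wells and 100% = positive control wells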
PvdQ acylase: P. aeruginosa PvdQ acylase inhibitors, primary screen, biochemical, fluorescence, plate reader and imaging, single point | PvdQ acylase [Pseudomonas aeruginosa LESB58] | purified PvdQ acylase | inhibition, % at 10 µM | hit rate 0.063% among 340,000; in the data active means inhibition above about 30%, passing the limit was not always enough; inconclusive means no clear call, values can overlap the other calls;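 further: 0% = vehicle neutral wells and 100% = reference inhibitor wells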
DAGLB inhibitor: DAGLB lipase inhibitors, primary screen, biochemical, fluorescence, HTS; HEK293T DAGLB membrane lysate, EnzChek fluorogenic substrate; inhibition, % at 5.17 µM; hit rate 0.059% among 340,000; AID 504411, 2011; in the data active means inhibition above about 34%;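 further: 0% = enzyme with vehicle and 100% = wells lacking enzyme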
Target sequence (Q8NCG7 whole entry, looked up): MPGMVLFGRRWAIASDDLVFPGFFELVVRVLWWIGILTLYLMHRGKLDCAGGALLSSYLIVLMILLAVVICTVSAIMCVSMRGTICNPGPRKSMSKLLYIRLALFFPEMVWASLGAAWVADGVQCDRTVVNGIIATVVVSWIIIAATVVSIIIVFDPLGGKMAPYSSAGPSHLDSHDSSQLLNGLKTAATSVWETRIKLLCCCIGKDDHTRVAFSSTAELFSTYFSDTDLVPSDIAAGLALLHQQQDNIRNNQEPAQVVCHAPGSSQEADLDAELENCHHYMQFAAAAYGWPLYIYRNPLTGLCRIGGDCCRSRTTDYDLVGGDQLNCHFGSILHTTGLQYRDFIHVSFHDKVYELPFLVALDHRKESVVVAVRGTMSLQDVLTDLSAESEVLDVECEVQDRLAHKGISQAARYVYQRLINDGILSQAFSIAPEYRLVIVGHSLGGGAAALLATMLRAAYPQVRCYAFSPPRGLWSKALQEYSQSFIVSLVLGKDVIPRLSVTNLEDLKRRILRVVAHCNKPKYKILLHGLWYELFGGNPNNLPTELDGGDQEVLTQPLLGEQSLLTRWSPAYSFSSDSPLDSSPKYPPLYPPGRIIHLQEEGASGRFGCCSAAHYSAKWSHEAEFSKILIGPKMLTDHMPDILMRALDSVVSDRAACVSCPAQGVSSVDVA
The depositor's hits bear a star; ? = inconclusive; . = no result given.

SMILES	Tat transport	CAL PDZ inh	PfHsp90 yeast 2	phage Ecoli inh	Rtt109 Vps75	Ecoli viability	AddAB inh	Wnt act	PvdQ acylase	DAGLB inhibitor
CSc1cccc(NC(=O)CSc2nc3ccccc3o2)c1	-4	-1.1	-6	2.2	2	0.4	0.4	-2	-9	-5
Cc1ccn2c(c1)nc(=S)n2C(=O)c1ccccc1	0	-1.5	16	4.2	4	-2.7	-1.9	-6	-13	-4
NNC(=O)c1sccc1OCc1cccc(C(F)(F)F)c1	-10	-0.9	-2	3.0	-7	1.5	-0.2	-1	-25	-4
CCN(C(=O)CCc1nc(-c2ccccc2F)no1)c1cc(OC)ccc1OC	-3	-0.5	-21	1.5	13	.	.	.	1	-3
Cc1ccc(NS(=O)(=O)c2cc(C(=O)Nc3cccc([N+](=O)[O-])c3)ccc2C)cc1	5	0.0	-4	1.5	-1	-0.2	1.3	-7	2	-2
Cc1ccc(-c2nn3c(C)nnc3c3ccccc23)cc1S(=O)(=O)N(C)CCO	2	-1.9	-8	1.6	-2	0.8	0.0	.	-14	-2
O=C(CCc1nnc(Cc2c[nH]c3ccccc23)o1)NC(C1CC1)C1CC1	-8	-0.3	-2	3.2	20	1.5	0.9	-2	2	-2
O=C(Nc1ccccn1)c1ccc2c(=O)n3c(nc2c1)CCCCC3	-1	0.2	-10	4.5	-3	-0.3	1.1	?	-7	-2
O=C(CCN1CCN(C/C=C/c2ccccc2)CC1)Nc1ccc(Cl)cc1	-10	0.2	5	-1.6	-1	-0.2	3.0	1	6	-1
CN1OC[C@@H]2CN(C(=O)CCc3ccccc3)[C@H](c3cccc(-c4ccccc4)c3)C[C@@H]21	5	-1.1	13	-0.9	-4	.	.	-3	-6	-4
O=C(NCC1CCCO1)c1ccc2c(=O)n(-c3ccccc3)c(=S)[nH]c2c1 (stereo not drawn)	-4	-0.3	-4	0.1	0	-1.9	0.9	0	-10	-3
CS(=O)(=O)Cc1ccc(C(=O)NC(c2ccccc2)c2ccccc2)cc1	1	-0.5	-2	-0.9	4	-2.6	0.3	3	-9	1
NC(=O)CCn1cnc2ccccc21	3	-1.6	-6	3.6	1	1.3	0.7	-4	-4	0
NS(=O)(=O)c1cccc(NC(=O)CSc2nc3ccccc3c(=O)n2CCCN2CCOCC2)c1	9	-0.4	8	4.5	-10	0.9	-1.0	-4	-2	0
S=C(Nc1ccc(Cl)cc1)N(CCCN1CCOCC1)Cc1ccco1	-8	-1.7	-5	0.2	32	-0.3	0.0	.	10	-1
CCOC(=O)c1c(/N=C/c2cc([N+](=O)[O-])ccc2O)sc(C)c1C	0	-2.6	-10	2.7	-18	1.8	0.8	1	-5	0
Cc1cc(C(=O)N/N=C/c2sccc2C)no1	0	-0.7	-19	2.8	-10	-2.4	0.8	3	-12	0
Cc1ccc(NC(=S)NC(=O)C2CCC2)cc1C	13	-0.5	12	-0.2	8	3.3	4.4	22	4	-17
Cc1nc2ccccc2c2ncccc12	1	0.3	-31	2.6	7	0.7	-0.7	1	-3	1
COc1cc(NC(=O)C(Cc2ccccc2)n2cccc2)cc(OC)c1 (stereo not drawn)	0	-3.2	3	3.6	52*	-1.1	-2.5	-3	8	-5
COc1ccc(CNC(=O)[C@H](C)[C@@H]2C[C@@]2(C)[C@@H](NC(=O)OCc2ccccc2)c2ccccc2)cc1OC	.	.	.	3.3	.	-1.6	-1.3	-2	.	.
COc1ccc(S(=O)(=O)N2CC(C(=O)O)Oc3ccccc32)cc1 (stereo not drawn)	2	-0.9	8	1.4	-3	-1.2	-1.1	5	4	-3
Cc1cnc(C(=O)NCC(c2ccccc2)c2ccccc2)cn1	-5	1.1	2	-0.3	3	0.8	-0.9	-10	8	0
COC(=O)N1C(=O)[C@](Cc2ccccc2)(c2ccccc2)N1C(=O)OC	-16	-2.4	19	-0.2	0	-0.7	3.6	-1	8	1
O=C(OCc1nc2ccccc2s1)c1cccc(N2C(=O)CCC2=O)c1	-3	0.1	-8	-4.1	-4	-0.8	-1.4	0	-10	0
CC(C)OC(=O)C1C2C=CC3(CN(C(C)c4ccc(Br)cc4)C(=O)C13)O2 (stereo not drawn)	2	-0.1	-30	0.9	7	0.2	5.2	0	-12	0
Cc1ccc(CSc2nnc(SCC(=O)N/N=C/c3ccccc3OCC(=O)O)s2)cc1	3	-1.1	12	0.6	6	-2.1	-4.2	-2	-13	5
Oc1ccc(/C=N/Nc2ccc(C(F)(F)F)cn2)c(O)c1	-11	-2.1	4	-2.2	-3	0.0	5.1	5	-1	3
COc1cccc(CNC(=O)c2ccccc2-c2ccccc2)c1	-5	-2.3	18	0.6	-12	0.2	3.9	-1	-8	0
Cc1cc(C)c(NC(=O)CNC(=O)c2ccc(-n3cncn3)c([N+](=O)[O-])c2)c(C)c1	-1	-1.7	.	4.1	5	0.3	2.8	2	-4	3
COc1ccc(NC(=O)C(=O)N2N=C3CCCCC3C2(O)C(F)(F)F)cc1 (stereo not drawn)	-8	0.2	27	3.4	7	1.5	1.6	-3	-5	3
COc1ccc(C(=O)NC(=S)NNC(=O)CCc2ccccc2)cc1	-8	-2.2	-5	1.2	8	-9.7	-2.4	-1	-10	0
O=[N+]([O-])c1cccc(SSc2cccc([N+](=O)[O-])c2)c1	3	-1.0	110*	2.2	-6	.	.	4	-3	-5
CC(Oc1ccccc1F)C(=O)NNC(=O)c1cc2ccccc2o1 (stereo not drawn)	2	-1.1	-30	2.4	-4	-0.8	-0.5	3	-11	2
Cc1c(C(=O)NN2CCOCC2)oc2ccccc12	1	5.8	.	1.3	0	-1.9	-0.5	-2	-8	3
CN(CC(=O)Nc1ccc(F)cc1)C(=O)c1ccc(N2C(=O)CCC2=O)cc1	2	-0.1	17	1.6	1	-0.9	0.6	0	-11	-2
COc1ccc(NS(=O)(=O)c2cc(NC(=O)c3cnc(C)cn3)ccc2N2CCCC2)cc1	0	-0.4	0	1.6	-1	-4.7	-1.3	.	-10	1
COc1ccc(CC2=CC(=O)c3ccccc3C2=O)cc1	-1	1.9	4	5.2	3	-3.2	-0.7	0	7	-3
CSC1=N/C(=C/c2ccc(-n3cncn3)cc2)C(=O)N1	-5	-3.8	5	2.9	-3	-1.4	2.7	-2	-2	0
Cc1nc(-c2ccc(NS(=O)(=O)c3ccccc3)cc2)cs1	-3	-1.3	-1	2.1	-2	1.9	2.7	18	6	0
COc1cc(SC)ccc1C(=O)NNC(=O)C1COc2ccccc2O1 (stereo not drawn)	-1	0.2	.	-0.1	-4	-4.1	-5.1	10	-1	-3
Cc1c(-c2ccccc2)c(=O)oc2cc(O)ccc12	4	-4.6	10	2.7	-323	-0.8	0.9	-1	-2	1
Cc1ccc(N(C(=O)c2sc(C)nc2C)C(C(=O)NCc2ccco2)c2ccccc2)cc1 (stereo not drawn)	11	-0.9	-4	1.1	-4	-0.2	0.3	-1	3	3
Cc1ccsc1/C=C(\C#N)C(=O)NCCCN1CCOCC1	-2	-0.7	-17	2.0	11	-0.1	3.1	2	2	-4
Cc1c(CCO)c(=O)n(-c2ccccc2)n1S(=O)(=O)c1ccc([N+](=O)[O-])cc1	-4	0.0	-10	2.3	.	0.0	-0.9	-1	-10	-2
O=C(CNC(=O)c1cccs1)OCC(=O)c1ccccc1	0	-1.8	-12	1.8	.	-1.6	-2.1	0	3	-1
Cc1c(Br)cc(-c2nnco2)cc1Br	-4	-2.5	.	2.5	-6	-2.5	2.1	.	-9	-10
CCCN(C(=O)c1ccc(OCC(C)C)cc1)c1c(N)n(Cc2ccccc2)c(=O)[nH]c1=O	0	-0.4	-3	1.8	.	0.7	-0.5	-6	2	-2
Cc1cc(C)c(C)c(OCCOCCNCc2ccccc2)c1	4	0.2	14	3.2	0	-0.5	1.0	.	-1	-5
CCCCC(CCC(=O)O)(C(=O)OCC)c1csc(Nc2ccc(OCC)cc2)n1 (stereo not drawn)	8	0.9	10	-0.4	13	2.0	2.8	?	-18	5
CNc1oc(Cc2cccc3ccccc23)nc1C#N	1	-1.3	-11	2.8	3	1.1	0.2	.	6	0
CCOC(=O)C1=C(C(F)(F)F)Nc2ncnn2C1c1cccc(OC)c1OC (stereo not drawn)	2	0.3	1	2.2	1	-0.1	0.6	-1	-10	1
COc1ccc(C(=O)C2CCCN(Cc3cccn3-c3ccccn3)C2)c(C)c1 (stereo not drawn)	-9	-0.9	-4	6.1	.	0.5	3.6	1	-9	0
O=C1[C@@H](Oc2ccccc2)[C@@H](c2cnc3ccccc3c2)N1c1ccccc1	17	1.0	-6	3.2	-6	5.0	-0.2	16	-15	-4
CCN(CC(=O)Nc1ccccc1C(=O)Nc1ccccc1)Cc1nc2ccccc2c(=O)[nH]1	3	0.3	4	0.5	-2	-0.5	-0.3	-2	-4	4
COc1ccc(-c2cc(C(=O)N(C)Cc3nc4ccccc4c(=O)[nH]3)c3ccccc3n2)cc1OC	3	-1.9	.	2.1	10	-1.1	0.1	0	-10	3
OC1CCNC(=S)N1c1ccccc1 (stereo not drawn)	-14	0.5	14	-1.6	-12	0.8	3.7	0	-2	-4
CC(/C=C/c1ccccc1F)=N\NC(=O)c1cccc(F)c1	-8	-1.5	21	-0.6	-15	1.6	1.7	11	0	-1
CCc1ccc(C(=O)c2cnc3ccc(OC)cc3c2N2CCN(CC)CC2)cc1	-2	-2.1	15	1.2	-3	0.3	2.7	1	-10	0
NC(=O)C1CCN(C2=C(NS(=O)(=O)c3ccc(Br)cc3)C(=O)c3ccccc3C2=O)CC1	4	-2.3	20	2.5	4	-0.8	3.9	0	-10	24
Other entries follow.
SMILES	Tat transport	CAL PDZ inh	PfHsp90 yeast 2	phage Ecoli inh	Rtt109 Vps75	Ecoli viability	AddAB inh	Wnt act	PvdQ acylase	DAGLB inhibitor
CCOc1ccc(S(=O)(=O)n2cnc3ccccc32)cc1	-8	1.1	-17	1.7	-6	-0.9	1.5	1	-6	2
C=CCN1C(=O)c2ccc(C(=O)N3CCN(c4ccccc4OC)CC3)cc2C1=O	-10	-1.7	.	2.5	9	0.0	0.8	0	-6	2
Cc1cc(-c2ccccc2)nc2[n+]1CCN2C	-9	-1.6	1	-1.6	.	-3.3	4.9	.	7	-2
Cc1nn(-c2ccccc2)c(C)c1C(=O)OCC(=O)N1CC(=O)Nc2ccccc21	4	1.0	6	-1.2	5	-3.9	-1.6	1	7	3
Cc1csc2c(=O)[nH]cnc12	-4	-0.7	7	2.6	-3	-0.1	4.0	-10	-11	-1

Shown as comma-separated lines: entries from further up.
canonical_smiles,Tat transport,CAL PDZ inh,PfHsp90 yeast 2,phage Ecoli inh,Rtt109 Vps75,Ecoli viability,AddAB inh,Wnt act,PvdQ acylase,DAGLB inhibitor
Cc1cc(-c2ccccc2)nc2[n+]1CCN2C,-9,-1.6,1,-1.6,.,-3.3,4.9,.,7,-2
Cc1nn(-c2ccccc2)c(C)c1C(=O)OCC(=O)N1CC(=O)Nc2ccccc21,4,1.0,6,-1.2,5,-3.9,-1.6,1,7,3

Source: PubChem BioAssay
